Screening results deposited in PubChem BioAssay by Broad Institute.
XiGFP reactiv – activators of inactive X chromosome reactivation, primary screen, imaging, XiGFP fibroblasts, GFP high-content imaging, set 2; AID 743238, 2013; 0.055% of 360,000 active; activation, % at 7.58 µM; XiGFP mouse fibroblasts, % GFP-positive cells imaging, 3 d; cells co-treated with 5-aza-dC sensitizer; scaled so ellipticine positive control = 100%;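 active = mean normalized replicate activation at least 10% and every replicate at or above 10%; inconclusive = only one of the two criteria met; inactive = mean below 10% and not all replicates reach 10%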;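 note: 0% = median of on-plate neutral control wells and 100% = ellipticine 6 µM median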
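Schedule: 3 d treatment, 15 min room-temperature fixation; system: 68-5-11 XiGFP fibroblast line; buffer or medium: DMEM plus 5-aza-dC sensitizer; control set: ellipticine 6 µM positive control; compound: one concentration, pinned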
S100A4 MyoIIA – inhibitors of S100A4-myosin IIA peptide binding, primary screen, biochemical, fluorescence polarization, TAMRA-MyoIIA peptide. 0.14% of 360,000 active. Protein S100-A4 (Homo sapiens), P26447. inhibition, % at 10.7 µM;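 active = mean inhibition of at least 70% across replicates, with every replicate also reaching that level; inconclusive = mean inhibition reaches 70% but some replicates fall short; inactive = mean inhibition below 70%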
Target sequence (P26447 whole entry, looked up): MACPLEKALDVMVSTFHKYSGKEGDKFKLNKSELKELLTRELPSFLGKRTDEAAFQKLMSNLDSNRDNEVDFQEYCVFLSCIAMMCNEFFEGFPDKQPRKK
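Test system: S100A4 monomer protein. Medium: HEPES buffer with Ca2+, pH 7.2. Reagent: fluorescent myosin IIA peptide, 5 nM. Compound dosing: single-point compound testing. Timing: 5 min between mix addition and reading. Benchmarks: DMSO neutral and TFP positive wells.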
ERAP1 inh – human ERAP1 aminopeptidase inhibitors, primary screen, biochemical, single point, plate reader | AID 652197, 2013 | Endoplasmic reticulum aminopeptidase 1 (Homo sapiens), Q9NZ08 | recombinant ERAP1, Leu-AMC fluorescence, 60 min | 0.15% of 340,000 active | inhibition, % at 10.7 µM;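 active = mean replicate inhibition of at least 30%, or all replicates individually reaching that 30% level; inactive = mean below 30% and not every replicate reaching it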;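 note: 0% = neutral control wells and 100% = L-leucinethiol positive control wells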
Target sequence (Q9NZ08 whole entry, looked up): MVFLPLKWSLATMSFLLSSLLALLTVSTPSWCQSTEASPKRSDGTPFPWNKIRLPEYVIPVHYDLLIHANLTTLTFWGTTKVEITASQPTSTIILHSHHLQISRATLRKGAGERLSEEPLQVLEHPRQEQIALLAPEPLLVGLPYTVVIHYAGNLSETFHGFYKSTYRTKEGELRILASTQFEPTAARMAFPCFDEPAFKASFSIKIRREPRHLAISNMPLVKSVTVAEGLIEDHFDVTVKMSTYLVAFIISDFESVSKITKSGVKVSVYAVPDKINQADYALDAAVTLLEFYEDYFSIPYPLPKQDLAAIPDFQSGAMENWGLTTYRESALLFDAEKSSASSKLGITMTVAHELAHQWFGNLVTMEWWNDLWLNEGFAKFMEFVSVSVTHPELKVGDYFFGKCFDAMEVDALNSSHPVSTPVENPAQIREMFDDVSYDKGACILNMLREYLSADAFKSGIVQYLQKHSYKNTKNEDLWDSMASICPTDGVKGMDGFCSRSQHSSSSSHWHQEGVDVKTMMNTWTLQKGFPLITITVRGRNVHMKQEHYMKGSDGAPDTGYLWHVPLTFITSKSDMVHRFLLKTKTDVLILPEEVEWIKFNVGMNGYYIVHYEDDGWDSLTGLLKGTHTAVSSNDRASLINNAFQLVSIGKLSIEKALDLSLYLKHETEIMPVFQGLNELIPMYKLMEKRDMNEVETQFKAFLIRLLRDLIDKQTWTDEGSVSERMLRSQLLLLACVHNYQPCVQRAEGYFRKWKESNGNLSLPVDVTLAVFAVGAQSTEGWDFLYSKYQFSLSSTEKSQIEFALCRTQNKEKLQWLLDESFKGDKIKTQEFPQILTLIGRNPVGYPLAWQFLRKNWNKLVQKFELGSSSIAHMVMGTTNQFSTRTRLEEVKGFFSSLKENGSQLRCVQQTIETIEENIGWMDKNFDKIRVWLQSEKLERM
Statin myotox sup – suppressors of statin myotoxicity in C2C12 myotubes, primary screen, cell-based, single point, plate reader; rescue of ATP level, % at 7.49 µM; C2C12 myotubes + simvastatin, ATP luminescence, 48 h; scaled: DMSO 0, geranylgeraniol control 100; 0.78% of 330,000 active;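 active = mean ATP rescue above about 67%, or every replicate alone reaching that limit, limit read from the data, passing the limit was not always enough; inconclusive = no clear call, values can overlap the other calls; inactive = mean under the limit and some replicate under it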;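 note: myotubes were challenged with 10 µM simvastatin during compound exposure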
SIRT5 inh – SIRT5 desuccinylase inhibitors, primary screen, biochemical, fluorescence imaging, single point, set 5 | 1.1% of 330,000 active | AID 652115, 2013 | Purified SirT5, succinyl-peptide AMC, trypsin-coupled fluorescence | NAD-dependent protein deacylase sirtuin-5, mitochondrial (Homo sapiens), Q9NXA8 | inhibition, % at 15 µM; in the data active = inhibition above about 15%; inconclusive = no clear call, values can overlap the other calls
PGC1a acetyl inh – inhibitors of PGC1a acetylation signal, primary screen, cell-based, U2OS, AlphaScreen, inhibitor mode. AlphaScreen anti-acetyl-lysine; with virally co-expressed GCN5 acetyltransferase. inhibition, % at 15.6 µM. 0.17% of 350,000 active. AID 651687, 2012;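 active = every replicate shows inhibition of at least 40%; inconclusive = mean inhibition at least 40% but some replicate below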;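 note: 0% = neutral control wells and 100% = positive control wells; some results beyond the cut were filed as inactive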
LGR2 antag – inhibitors of bursicon-induced LGR2 CRE-luciferase signal, primary screen, cell-based, HEK293, CRE-luciferase reporter, bursicon stimulation | Drosophila bursicon receptor LGR2 (rickets) | bursicon-stimulated, 4 h | inhibition, % at 9.99 µM | 0.35% of 380,000 active | AID 720647, 2013;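 active = drop in luminescence signal, shown as inhibition above about 50% in the replicate tests, limit read from the data, passing the limit was not always enough; inconclusive = probably only some replicates passing the limit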;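 note: agonist challenge used bursicon conditioned medium at about half maximal strength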
Cneo AK release – Cryptococcus neoformans cell lysis inducers, primary screen, AK release luminescence, single concentration; AID 651654, 2012; 0.2% of 360,000 active; lysis activity, % at 15 µM; C. neoformans lysis, adenylate kinase release luminescence, 4 h; normalised: neutral wells 0, clomiphene wells 100;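 active = mean lysis activity across replicates of at least 80%, whatever share of replicates individually reach that level; inactive = mean lysis activity below 80%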
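read-out = cell lysis signal | test system = log-phase Cryptococcus neoformans yeast cells | input = cells at 5 × 10^6 per mL | medium = fresh YPD growth medium | signal = luminescent adenylate kinase detection reagent | timing = 4 h at 37 °C static, read 1 h later | dosing = single dose | controls = Clomiphene as positive lysis control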
The depositor's hits bear a star; ? = inconclusive; . = not tested or not shown.

Each structure is followed by: Statin myotox sup	XiGFP reactiv	PGC1a acetyl inh	SIRT5 inh	Cneo AK release	LGR2 antag	ERAP1 inh	S100A4 MyoIIA
CCC1(c2ccc(Cl)cc2)NC(=O)N(CC(=O)N2CCN(C(=O)c3ccco3)CC2)C1=O (configuration not stated)
  1	0.1	4	.	-13	4	1	23
CC(=O)Oc1ccc(-c2cccc(C(=O)NCCO)c2)cc1
  .	0.0	.	-3	.	-23	0	-2
Cc1ccc(C)c(NC(=O)CN(C)C(=O)C2=NNC(=O)CC2)c1
  -16	0.1	3	-1	.	13	0	16
CN(/N=C/C=C/c1ccccc1)C1=NS(=O)(=O)c2ccccc21
  .	0.7	.	3	.	-9	8	6
CC1C(=O)O[C@@H]2C[C@@H](C)[C@@H]3CCC(=O)[C@@]3(C)[C@@H](O)[C@H]12 (some centres not stated)
  3	0.2	-5	.	-1	-14	.	-2
COc1ccc(N2CCN(C(=O)[C@@H](NC(=O)c3cc(OC)cc(OC)c3)C(C)C)CC2)cc1
  17	0.0	.	-2	-8	-12	-1	0
CCOc1ccc(CCN2C(=O)C(=O)N([C@@H](CC(C)C)CN3CCC[C@H]3CN3C(=O)C(=O)NC[C@@H]3CC(C)C)C[C@@H]2Cc2ccccc2)cc1
  .	-0.2	.	0	.	-5	-2	-6
COc1cc(NC(=O)CSc2nc(C3CC3)nc3ccccc23)cc(OC)c1
  6	0.0	.	-7	-1	-14	4	1
O=C(CNCc1ccc(Cl)cc1)N1CCc2ccccc2C1
  -101	0.0	-9	-6	-1	-2	2	-1
O=C(NNC(=O)c1ccccc1F)c1ccc(Cl)c(S(=O)(=O)N2CCOCC2)c1
  1	-0.1	-4	-2	1	.	3	1
COc1ccc(NC(=O)c2cc3cc(C)ccc3n2C)c(OC)c1
  -23	0.0	.	-5	-2	-6	-4	3
CCCCCC(=O)Nc1ccc(S(=O)(=O)Nc2nccnc2OC)cc1
  .	.	3	2	3	20	-5	2
Cc1cc(=O)[nH]c(-c2ccccc2OC(F)(F)F)n1
  12	0.2	-1	2	-1	-10	.	-2
O=C(CCN1C(=O)c2ccccc2S1(=O)=O)NCc1ccc(F)cc1
  -4	-0.1	.	0	2	9	-1	2
O=C(O)CN1C(=O)c2ccc(Oc3cccc4c3C(=O)N(CC(=O)O)C4=O)cc2C1=O
  5	.	1	.	-2	23	.	.
Nc1sccc1C(=O)NCc1ccccc1
  .	0.1	.	.	.	-21	-2	6
CCCN(CC(=O)Nc1ccc(OC)c(OC)c1)CC(=O)Nc1ccc(F)c(F)c1F
  .	0.2	-2	2	.	0	0	-2
COc1cccc(N(CC(=O)NC2CCCCCC2)S(=O)(=O)c2ccccc2)c1
  -8	0.0	.	-1	0	0	1	-3
CC(=O)Nc1ccc(S(=O)(=O)NCC(CCC(=O)O)C(F)(F)F)cc1 (configuration not stated)
  .	0.0	.	-2	.	-4	-2	-8
COC(=O)COc1ccc(S(=O)(=O)N2CCc3ccccc3C2)cc1
  8	.	-16	.	6	-7	.	.
N/C(=N\OC(=O)c1ccc2ccccc2c1)c1ccc(Br)cc1
  .	-0.6	.	-3	.	.	-2	8
O=C1CSC(c2ccc(Cl)c(Cl)c2)N1c1nccs1 (configuration not stated)
  30	0.0	-16	-1	6	-4	3	-1
CCn1ccnc1CN1CCC(n2nccc2NC(=O)c2ccccc2OC)CC1
  -2	0.0	-2	1	2	20	-1	7
CC(NC(=O)CN(C)CC(=O)Nc1ccc(Cl)cc1)c1ccc(F)cc1 (configuration not stated)
  -6	0.0	-4	-2	0	-12	-6	-6
CO[C@H]1CN(C)C(=O)c2ccc(NC(=O)c3ccccc3)cc2OC[C@H](C)N(C)C[C@@H]1C
  0	0.3	.	-5	0	-8	1	16
CCOC(=O)c1ccccc1N/C=C1\CCCCC1=O
  0	.	.	-1	.	5	-8	3
CCn1c2ccccc2c2cc(NC(=O)COC(=O)c3cc(S(=O)(=O)N4CCCCC4)ccc3Cl)ccc21
  .	-0.3	.	0	.	-3	0	-3
CC(C)N(C(=O)COC(=O)CNC(=O)c1ccc(Br)cc1)c1ccccc1
  5	-0.1	2	-1	-3	11	2	4
Cc1ccccc1Nc1nc(N)nc(COC(=O)c2ccc3c(c2)OCCO3)n1
  9	-0.1	-1	.	1	-6	-4	4
COc1ccc(CN(C(=O)CN2C(=O)c3ccccc3S2(=O)=O)C(C(=O)NCC2CCCO2)c2ccco2)cc1 (configuration not stated)
  -9	0.1	7	-4	-5	0	1	-3
CCOC(=O)c1ccc(N=c2scc(C)n2CC)cc1
  -4	0.2	1	1	-4	-8	9	-1
O=C(O)c1ccccc1-c1nc2ccccc2c(=O)n1O
  .	0.0	1	-3	.	-3	1	3
C[C@H](CO)N1C[C@H](C)[C@@H](CN(C)C(=O)Nc2cccc(C(F)(F)F)c2)OCc2ccccc2-c2ccccc2C1=O
  18	-0.1	-22	4	46	-7	1	-2
CC/C=C/C(=O)N1CC2(CC(c3cccc(NC(=O)COc4ccc(Cl)cc4)c3)=NO2)C[C@H]1C(N)=O (some centres not stated)
  9	0.1	.	.	7	7	-3	-3
CCOC(=O)C1=CCC(c2cccc(Cl)c2)N(S(=O)(=O)c2ccc(C)cc2)C1 (configuration not stated)
  9	-0.1	-20	6	-1	-7	2	9
COc1ccc(CSCCc2n[nH]c(=S)n2-c2ccccc2)cc1C
  23	-0.1	9	-2	1	5	6	1
CCSc1nnc(NC(=O)/C=C/c2ccco2)s1
  .	0.1	.	1	.	-17	0	2
C[C@H](CO)N1C[C@H](C)[C@@H](CN(C)C(=O)Nc2ccc(F)cc2)OCc2ccccc2-c2ccccc2C1=O
  -5	-0.2	12	7	57	-15	0	-2
O=C(Nc1ccc(Cl)cc1C(=O)NCC1CCCO1)c1ccc(Cl)cc1Cl (configuration not stated)
  6	0.1	-7	-3	-1	-4	-3	4
O=C(NC(CO)C(=O)OCc1ccccc1)OCc1ccccc1 (configuration not stated)
  .	-0.2	.	0	.	-4	7	1
O=C(CNS(=O)(=O)c1ccc(F)c(Cl)c1)NCCc1ccccc1
  11	0.0	.	-4	2	-5	4	0
COc1cccc(NC(=O)C[C@@H]2CC[C@@H]3[C@@H](COc4ccc(NS(=O)(=O)c5cccc(F)c5)cc4C(=O)N3C)O2)c1
  20	0.1	1	.	-2	14	.	.
NC(=O)c1cc(-c2cccnc2)nc2ccc(Br)cc12
  .	0.4	2	-2	-1	-6	0	0
COc1ccc(S(=O)(=O)Nc2ccc3c(c2)CC(=O)N([C@@H](C)CO)C[C@H](C)[C@@H](CN(C)C(=O)Nc2ccc4c(c2)OCO4)O3)cc1
  -7	-0.4	1	3	0	-4	2	15
C[C@H](NC(=O)c1cc2c(cn1)[nH]c1ccccc12)C(=O)O
  11	0.2	4	-8	0	4	4	-4
Cc1cc(NC(=O)CN2C(=O)NC(C)(c3ccc(Cl)cc3Cl)C2=O)no1 (configuration not stated)
  1	0.2	-2	-1	0	8	3	2
COc1ccc2c3c(n(C)c2c1)[C@H](CO)NCC31CCN(CC2CC2)CC1
  .	0.2	.	3	.	-3	-1	-3
COc1cc2c(cc1NCc1ccc3c(c1)OCO3)oc1ccccc12
  -8	.	2	.	-3	.	.	14
CN1CCN(S(=O)(=O)c2ccc3c(c2)NC(=O)CS3)CC1
  9	0.1	4	-2	5	-14	-2	-2
Cc1cccc(NC(=O)CNC(=O)COc2cccnc2[N+](=O)[O-])c1C
  4	0.0	-11	-1	2	-2	2	-6
Cc1ccc(S(=O)(=O)N2C[C@H](O)COC[C@H]3O[C@@H](CC(=O)N[C@H]4CCN(Cc5ccccc5)C4)CC[C@@H]32)cc1
  0	0.1	3	-2	-2	4	-1	-71
Cc1cc(C(=O)CN2C(=O)NC(CC(C)C)C2=O)c(C)n1C1CC1 (configuration not stated)
  1	0.3	6	-6	-1	-13	-5	1
COc1ccc(S(=O)(=O)N(C)C[C@@H]2OCCCC[C@@H](C)Oc3ccc(NS(=O)(=O)c4ccc(F)cc4)cc3C(=O)N([C@H](C)CO)C[C@H]2C)cc1
  -13	0.5	-13	18*	-3	12	0	-36
CCCC#Cc1ccc([C@H]2[C@@H](CO)N(C(C)=O)[C@H]2CN(C)C(=O)C2CC2)cc1
  .	0.2	.	10	.	15	2	-5
O=C(NCc1ccccc1Cl)c1nnc(CS(=O)(=O)c2ccccc2)o1
  -6	0.0	15	-4	2	-17	4	-1
O=C(NC(=S)Nc1cccc(S(=O)(=O)NC2=NCCC2)c1)c1cc(-c2ccco2)nc2ccccc12
  -39	0.0	7	-1	-5	1	6	-10
Cc1cn([C@H]2C[C@H](O)[C@@H](CNCc3ccc(C#CCCO)cc3)O2)c(=O)[nH]c1=O
  -1	0.2	.	.	1	-9	2	2
CCOc1c2ccc(C(=O)NCc3ccc(OC(F)(F)F)cc3)cc2nn1CC
  -1	-0.1	-7	.	-1	7	.	-2
COc1ccc2c3c(n(C)c2c1)[C@@H](CO)N(S(C)(=O)=O)CC31CCN(CC2CCCC2)CC1
  .	0.2	.	4	.	-15	0	-2
COCC(=O)N1[C@@H](C#N)[C@@H](c2ccccc2-c2cccc(F)c2)[C@@H]1CO
  .	0.0	1	1	.	12	2	-23

The list continues.
Each structure is followed by: Statin myotox sup	XiGFP reactiv	PGC1a acetyl inh	SIRT5 inh	Cneo AK release	LGR2 antag	ERAP1 inh	S100A4 MyoIIA
CCCOc1ccccc1NC(=O)c1c(-c2ccccc2)noc1C
  10	0.2	-23	.	-2	8	.	1
COc1cccc(Nc2nc3ccccc3c(=O)[nH]2)c1
  -1	0.0	21	3	-1	-13	-1	1
O=C(Nc1cc(=O)[nH]c2nc(-c3ccccc3)nn12)c1ccc(Cl)cc1
  .	-0.5	.	-2	.	-16	0	?
Cc1c(C(=O)n2cnc3ccccc32)cccc1[N+](=O)[O-]
  -1	0.0	.	-3	0	3	0	5
CCCN(C)C[C@@H]1OCCCC[C@H](C)Oc2ccc(NC(=O)Nc3cccc4ccccc34)cc2C(=O)N([C@H](C)CO)C[C@@H]1C
  .	0.0	-1	2	.	-8	-3	4
COc1c(Cl)cc(Cl)cc1C(=O)Nc1ccc(CN2CCCCC2)cc1
  .	0.1	-1	-1	.	8	0	-7
CCOc1ccc2nc(SCc3ccc(CC(=O)O)cc3)c(C#N)cc2c1
  -8	0.1	-1	.	-1	12	5	-13
CC1(C(=O)NS(=O)(=O)c2cccc(OC(F)F)c2)CCN1C(=O)C1CCCCC1 (configuration not stated)
  3	0.4	16	-5	4	14	3	0

Not all compounds are listed. The share of hits here may be higher or lower than overall.
